SNCA viab count: counter-screen for SNCA expression inhibitors: cell viability; HEK-293-SNCA-luc viability, GF-AFC fluorescence, 24 h; Potency, µM (series often up to 57.1 µM), inactives show at the highest dose activity change, negative = cytotoxicity, usual class: cytotoxic; 150,000 tested, 0.12% active; AID 1671193;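 also: potency is read from the fitted curve at half-maximal effect; 0% = DMSO-treated cells and -100% = medium-only wells without cells; nearly all actives have a fitted effect of over 30% in size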
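HEK-293-SNCA-luc cells (1500/well) plated 24 h, then exposed 24 h to a dilution series; GF-AFC added 30 min at 37C, fluorescence 405/540 nm; normalised to medium-only and DMSO wells, Hill fit.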
GPT2 inhibitor: GPT2 alanine aminotransferase inhibition; Potency, µM (highest dose often 57.7 µM), for the others: at the top dose activity change, negative = inhibition, hits mostly inhibitors; Recombinant GPT2, coupled pyruvate oxidase/HRP Amplex Red fluorescence; 100,000 tested, 0.25% active; also: potency is read from the fitted curve at half-maximal effect; nearly all actives have a fitted effect of over 60% in size; many of its hits are not listed in these tables
Target sequence (Q8TD30 whole entry, looked up): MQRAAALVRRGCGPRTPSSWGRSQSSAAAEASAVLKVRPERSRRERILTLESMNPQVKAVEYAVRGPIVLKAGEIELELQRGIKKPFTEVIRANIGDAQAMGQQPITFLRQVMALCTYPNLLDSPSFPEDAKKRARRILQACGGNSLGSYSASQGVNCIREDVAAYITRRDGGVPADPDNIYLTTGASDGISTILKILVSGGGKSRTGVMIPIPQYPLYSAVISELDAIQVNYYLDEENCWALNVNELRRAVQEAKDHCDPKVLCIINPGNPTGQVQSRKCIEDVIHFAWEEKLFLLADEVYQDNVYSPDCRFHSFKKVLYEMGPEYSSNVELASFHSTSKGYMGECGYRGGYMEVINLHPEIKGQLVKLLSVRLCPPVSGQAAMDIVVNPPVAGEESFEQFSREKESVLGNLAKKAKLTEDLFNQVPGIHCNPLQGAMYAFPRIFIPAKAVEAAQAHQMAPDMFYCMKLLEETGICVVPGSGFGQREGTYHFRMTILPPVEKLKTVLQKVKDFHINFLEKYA
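GPT2 10ng/uL, a-KG 250uM, L-Ala 2mM, HEPES pH7.5 + 0.0001% Tween; 30 min RT. Then Amplex mix (PO/HRP/ThPP), 30 min RT dark, fluorescence. AOA 50uM used as positive control.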
IP6K1 inh: inhibitors of human IP6K1 | 140,000 tested, 0.81% active | activity change, % (series mostly up to about 58 µM) | IP6K1 kinase, ADP-Glo luminescence, 2 h; hits give low values | Q92551 | AID 1645851; in the data active = activity change below about -25%
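ADP-Glo luminescence measures ADP made by human IP6K1 during a 2 h RT reaction with ATP/IP6 (mix at 1.3 mM/130 uM); top library doses 57.5 and 19.1 uM final.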
NIH3T3 tox: kills NIH 3T3 cells; NIH 3T3 viability, CellTiter-Glo ATP luminescence, 48-72 h; Potency, µM (doses to about 96.7 µM), for inactives: at the top dose activity change, negative = cytotoxicity, most hits filed as inhibitors; 94,000 tested, 4.3% active; also: potency is read from the fitted curve at half-maximal effect; nearly all actives have a fitted effect of over 55% in size
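Cells were seeded at 400 per well, treated with pin-transferred compound, and kept 48 or 72 hr at 37 °C before CellTiter-Glo addition and luminescence imaging of cellular ATP.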
HEK cytotox: kills HEK 293 cells | HEK 293 viability, ATP luminescence (CellTiter-Glo), 48-72 h | Potency, µM (titrated, usually from 115 µM), inactives show at the highest dose activity change, negative = cytotoxicity, hits mostly inhibitors | 94,000 tested, 6.6% active | AID 1345083; also: potency is read from the fitted curve at half-maximal effect; nearly all actives have a fitted effect of over 60% in size
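HEK 293 cells at 250 cells/well were exposed to compounds by pintool transfer for 48 or 72 hr at 37 degree Celsius, 5% CO2. Viability was read as ATP-coupled luminescence with CellTiter-Glo after 10 min at room temperature.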
Luciferase inh: Photinus pyralis luciferase inhibition; P08659; purified P. pyralis luciferase, luminescence, biochemical; Potency, µM (doses to about 115 µM), for the others: top-dose activity change, negative = inhibition, actives largely listed as inhibitors; 76,000 tested, 2.5% active; also: potency is read from the fitted curve at half-maximal effect; nearly all actives have a fitted effect of over 65% in size
Target sequence (P08659 whole entry, looked up): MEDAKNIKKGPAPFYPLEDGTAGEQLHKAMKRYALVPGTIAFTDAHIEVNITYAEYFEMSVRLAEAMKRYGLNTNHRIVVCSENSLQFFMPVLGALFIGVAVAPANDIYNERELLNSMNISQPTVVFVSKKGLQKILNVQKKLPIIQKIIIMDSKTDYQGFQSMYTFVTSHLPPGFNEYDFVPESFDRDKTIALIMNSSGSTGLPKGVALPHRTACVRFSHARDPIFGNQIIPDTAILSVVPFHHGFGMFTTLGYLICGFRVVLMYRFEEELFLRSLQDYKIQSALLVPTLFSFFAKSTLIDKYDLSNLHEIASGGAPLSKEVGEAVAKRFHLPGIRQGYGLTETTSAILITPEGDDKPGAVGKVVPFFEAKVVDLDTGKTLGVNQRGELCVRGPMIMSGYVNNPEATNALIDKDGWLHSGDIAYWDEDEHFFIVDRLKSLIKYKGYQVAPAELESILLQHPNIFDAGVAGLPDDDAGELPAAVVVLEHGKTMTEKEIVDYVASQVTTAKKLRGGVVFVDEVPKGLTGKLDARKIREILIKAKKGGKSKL
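Luminescence read by CCD imager after adding enzyme (10nM final) to wells holding compound, titrated in qHTS. Substrates 10uM each D-luciferin and ATP; buffer 50mM Tris acetate pH 7.5, 10mM Mg acetate, Tween-20, BSA.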
SNCA expr inh: inhibitors of alpha-synuclein (SNCA) gene expression. AID 1671194. Potency, µM (doses to about 57.2 µM), without a hit: at the top dose activity change, negative = inhibition, most hits filed as inhibitors. 140,000 tested, 0.17% active. HEK-293 SNCA-luciferase knock-in, luminescence, 24 h;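 also: potency is read from the fitted curve at half-maximal effect; plate controls were DMSO cells for no effect and cell-free wells for full effect; nearly all actives have a fitted effect of over 45% in size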
Numbers without * were called inactive; i = inactive; ? = inconclusive; . = not tested or not shown; & = joins results of further samples; ! = a repeat was not active; [ ] = another dose, or the depositor's remark. Unless noted, calls follow the shape of the dose curve; as a rule, active = well fitted curve in the direction sought with a large enough effect; inconclusive = small, poorly fitted or top-dose-only effect, or another doubt; inactive = no such curve, though single readings can be large; an effect the other way counts as inactive or inconclusive. Unless noted, % is scaled to controls: 0 for no effect and ±100 for the full control effect. A portion of the library; the hit share may differ from the screen's.

SMILES	SNCA viab count	GPT2 inhibitor	IP6K1 inh	NIH3T3 tox	HEK cytotox	Luciferase inh	SNCA expr inh
COc1ccc2c(c1)CC(NC(=O)Nc1cc(Cl)ccc1OC)CO2 (stereo not given)	-12%	.	2	.	.	.	?
Cc1nc2c(OCC(=O)c3ccccc3)cccn2c(=O)c1-c1cc(C)n(-c2ccccc2)n1	3%	i	-18	-26%	?	40µM*	21%
CC(=O)N1Cc2ccccc2CC2(CCCN(CCc3ccccc3)C2)C1 (stereo not given)	-2%	0%	13	-39%	?	.	6%
CSCC(=O)N[C@H]1CCN2C(=O)N(c3cccc(C(C)=O)c3)C(=O)[C@@H]2C1	6%[87.6 µM]	1%[88.5 µM]	-1	2%[174 µM]	0%[172 µM]	10%[172 µM]	11%[87.6 µM]
Cc1nc(CC2CCN(C(=O)c3cc4c(s3)CCC(C)C4)CC2)no1 (stereo not given)	4%	5%	2	?	?	40µM*	69%[activator]
CN(C)c1cccc(C(=O)N2CCC(n3cc(-c4nc(-c5ccccc5)no4)nn3)CC2)c1	?	i	-2	?	?	?	38%[activator]
C/C=C(\C)C(=O)OC1C(C)C2(O)C3C=C(C)C(=O)C3CC(CO)=CC2C2C(C)(C)C12OC(C)=O (stereo not given)	-2%[23.9 µM]	i	19	.	.	.	.
CCc1nc2c(c(-c3ccc(Cl)cc3)n1)CN([S+](=O)([O-])c1cccs1)CC2	3%	i	-2	-15%	-19%	-2%	-14%
CCC1Oc2ccc(NC(=O)C3CCCC3)cc2CN(Cc2ccccc2Cl)C1=O (stereo not given)	0%	-16%	17	?	79µM*	-3%	4%
COc1ccc(-c2ccc3nnc(CNC(=O)c4cc(F)ccc4F)n3n2)cc1	4%	i	15	-5%	-3%	7%	3%
O=C(NCCNC(=O)c1ccc(-c2cncnc2)cc1)c1ccncc1	.	.	-10	i	-2%	.	.
CO[C@H]1C(=O)N(C(C)C)[C@H]1C1CCN(S(=O)(=O)Cc2ccccc2)CC1	2%	i	31	-17%	?	5%	14%
CCOC(=O)C1CCN(C(=O)c2nc3sccn3c2-c2ccc(F)cc2)CC1	?	-7%	6	?	-4%	.	39%[activator]
O=C1CC2(CCN(C(=O)C3CCN(C(=O)C4CCCC4)C3)CC2)Oc2ccccc2N1 (stereo not given)	5%	?	19	-33%	-31%	.	-5%
O=C1NCc2ccccc2CC12CCCN2Cc1cccc(O)c1 (stereo not given)	-4%	i	-7	-3%	-19%	.	25%

Continued, starting with the last six of the part before.
SMILES	SNCA viab count	GPT2 inhibitor	IP6K1 inh	NIH3T3 tox	HEK cytotox	Luciferase inh	SNCA expr inh
COc1ccc(-c2ccc3nnc(CNC(=O)c4cc(F)ccc4F)n3n2)cc1	4%	i	15	-5%	-3%	7%	3%
O=C(NCCNC(=O)c1ccc(-c2cncnc2)cc1)c1ccncc1	.	.	-10	i	-2%	.	.
CO[C@H]1C(=O)N(C(C)C)[C@H]1C1CCN(S(=O)(=O)Cc2ccccc2)CC1	2%	i	31	-17%	?	5%	14%
CCOC(=O)C1CCN(C(=O)c2nc3sccn3c2-c2ccc(F)cc2)CC1	?	-7%	6	?	-4%	.	39%[activator]
O=C1CC2(CCN(C(=O)C3CCN(C(=O)C4CCCC4)C3)CC2)Oc2ccccc2N1 (stereo not given)	5%	?	19	-33%	-31%	.	-5%
O=C1NCc2ccccc2CC12CCCN2Cc1cccc(O)c1 (stereo not given)	-4%	i	-7	-3%	-19%	.	25%
CCCCN(CCCC)C(=O)c1cc2c(=O)n3cccc(C)c3nc2s1	4%	.	-5	.	.	.	-5%
COc1cccc([S+](=O)([O-])N2CCC3(C2)C(=NC2CCCCC2)NC(=O)N3c2cccnc2)c1 (stereo not given)	-2%	-1%	-4	?	i	.	-9%
Cc1ccc(CNC(=O)c2c[nH]n3c(=O)c(Cc4ccc(F)cc4Cl)c(C)nc23)cc1	-4%	.	11	.	.	.	?
Cc1ccc(C(=O)N2CCC(C)CC2)cc1NC(=O)c1nsc2ccccc12	?	.	8	.	.	.	-29%
COc1ccc(-c2nnc3ccc(N4CCc5ccccc5CC4)nn23)nc1	-14%[87.6 µM]	-15%[88.5 µM]	-9	?	?	-13%[172 µM]	-5%[87.6 µM]
Cc1cc(C(=O)N2CCC(N3C(=O)C(OCC4CC4)C34CCOCC4)CC2)n(C)n1 (stereo not given)	6%	-6%	4	-28%	1%	-6%	-8%
C/C=C1\[C@H](O[C@@H]2O[C@H](CO)[C@@H](O)[C@H](O)[C@H]2O)OC=C(C(=O)OCCc2ccc(O)cc2)[C@H]1CC(=O)OCCc1ccc(O)cc1	-1%[23.9 µM]	-30%[17.1 µM]	-15	.	.	.	.
Cn1c(C(=O)NCCCc2nnc(N)s2)cc(=O)n(C)c1=O	-6%	-24%	3	-23%	-25%	-21%	76%[activator]
Cc1nn(CC(=O)NC2CCCCCC2)c(=O)c2nc(C(C)C)sc12	-6%	i	-4	i	5%	1%	-10%
CCc1ccc(C(=O)Nc2cc(CN3CCN(C)CC3)cc(C(F)(F)F)c2)cc1C#Cc1cnc2ccnn2c1	?	?	-39*	.	.	.	24µM*
CC(C)(C)OC(=O)N1CCC(c2nnc(SCc3ccccc3)o2)CC1	-16%	.	-2	.	.	.	-2%
NC(=O)C1(N2CCCCC2)CCN(C(=O)c2cc3n(n2)CC(c2ccc(Cl)cc2)OC3)CC1 (stereo not given)	0%	-7%	11	?	?	1%	?
O=C(C1CC1)N1CCC(Cc2nc(C3CCOCC3)no2)CC1	-7%	i	9	-7%	8%	-8%	28%
CCC1=C(C(=O)OC)C(c2ccccc2)N2C(CC(=O)N3CCOCC3)=CSC2=N1 (stereo not given)	-9%	-2%	10	-11%	?	-9%	1%
Cc1cc(C[C@@H]2COC[C@@H]2NC(=O)CCCn2cncn2)on1	-2%	-5%	27	i	i	4%	0%
COc1ccc(N2CC3CCC(C2)N3Cc2ccc(C#N)cc2)cc1	0%	10µM*	0	-21%	-28%	.	-19%
Cc1cc(C)c(NC(=O)Cn2ccn(-c3cccc(Cl)c3)c(=O)c2=O)c(C)c1	-9%	.	-14	.	.	.	14%
Cc1nc(-c2c3n(c(=O)n(CC(=O)NCc4ccc5c(c4)OCO5)c2=O)CCCC3)no1	-7%	i	8	-2%	3%	0%	-5%
CCOc1ccc(NC(=O)Cc2ccc(NC(=O)N3CCCCc4ccccc43)cc2)cc1	-7%	.	-4	.	.	.	-10%
CCC1(O)CCC12CCN(C(=O)CCC1CCCC1)CC2 (stereo not given)	2%	i	10	-23%	?	.	-7%
CCCCCCC(=O)Nc1cc2nc3c(nc2cc1C)c(=O)n(C)c(=O)n3C	8%	.	2	.	.	.	-5%
O=C(Nc1cc(F)c(F)c(F)c1)N1CCC(OC2CCN(Cc3ccccc3)CC2)CC1	-9%	-8%	0	35µM*	?	3%	-25%
O=C1NC(=NC2CCCC2)C2(CCN(Cc3ccsc3)C2)N1c1cccnc1 (stereo not given)	7%	-59%	61	-42%	?	.	-7%
CCCNC(=O)N[C@@H]1CCC[C@@H](C(=O)NCc2cc(C)on2)CC(=O)N(C)C1	1%[87.6 µM]	-20%[88.5 µM]	-10	i	i	-3%[172 µM]	11%[87.6 µM]
O=C(c1nnn2c1COC(c1ccc(Cl)cc1)C2)N1CCN(C(=O)c2c(F)cccc2F)CC1 (stereo not given)	-13%	i	0	?	?	-4%	-14%
Cn1ccnc1C(=O)N1C[C@@H](Oc2ccccc2)C[C@H]1C(=O)N1CCOCC1	1%	1%	4	i	2%	6%	-10%
CCOc1ccc(C2CC(c3c(O)n(C4CCCCC4)c(=O)[nH]c3=O)=Nc3ccccc3S2)cc1 (stereo not given)	3%	.	-2	.	.	.	77%[activator]
Cc1cc(C)c2[nH]c(C(=O)N(C)Cc3ccccc3-n3cccn3)c(C)c2c1	4%	i	1	?	?	-3%	-23%
COc1ccc(-c2nc3ccncc3[nH]2)cc1	3%&11%[87.6 µM]	-83%&-31%[88.5 µM]	-33*!	18µM*	20µM*!	32µM*	10µM*!
Cc1cc(C)cc(NC(=O)Cn2c(=O)n(CCC(C)C)c(=O)c3cccnc32)c1	3%	.	38	.	.	.	-6%
O=C(NCc1ccc(F)cc1)c1ccc2nnc(Cc3ccc(Cl)cc3)n2c1	1%	i	-2	?	40µM*	.	3%
c1ccc2nc(-n3nc(C4CCOC4)nc3C3CC3)cnc2c1 (stereo not given)	2%	-5%	0	?	-1%	-22%	89%[activator]
O=C(N[C@@H]1C[C@H](Cn2cc(C3CC3)nn2)[C@@H](O)[C@H]1O)c1cccnc1	-1%[87.6 µM]	?	-5	i	-2%[172 µM]	15%[172 µM]	-3%[87.6 µM]
CNc1ncc(C(=O)N2CCCC3(CCC(=O)N(CCOC)C3)C2)cn1 (stereo not given)	8%	-14%	-8	-2%	-2%	2%	-13%
COc1ccc(CCNC(=O)c2nc(SCc3ccc(C)cc3)ncc2Cl)cc1OC	14%	.	-6	.	.	.	17%
CCOCCN1C(=O)COC[C@@H]1[C@H](O)c1ccc(NC(=O)c2cccc(C#N)c2)cc1	3%[87.6 µM]	-17%[88.5 µM]	7	-1%[174 µM]	4%[172 µM]	-4%[172 µM]	-11%[87.6 µM]
O=C(C1CC1)N1CCn2c(nnc2[C@@H]2C[C@@H](O)CN2Cc2ccccc2)C1	1%[12.5 µM]	-1%	11	-8%	0%	8%	52%[activator]
Cc1cc(CN(C)C(=O)c2cc(COc3ccc(F)cc3F)on2)on1	-1%	i	-5	?	?	?	35%[activator]
CCOC(=O)[C@@H]1CN(C(=O)c2cccc(C#N)c2)[C@H]2c3ccccc3O[C@@H]12	.	.	22	-32%	?	.	.
CCc1nc2c(c(-c3ccc(OC)cc3)n1)CN(C(=O)c1ccccc1)CC2	-6%	i	-10	14µM*	1%	.	-15%
CC1=CC(=O)[C@H]2C(C)(C)CCC[C@]2(C)[C@@]1(O)CO	-19%	i	-4	.	.	.	.
OCCN1CCN(c2ccc(-c3nc(-c4cccc(C(F)(F)F)c4)no3)cn2)CC1	-7%	-31%	6	25µM*	?	28µM*	12%
CNCC(=O)N1CCCC(c2nnc(CN3CCOCC3)n2C)C1 (stereo not given)	?	2%[11.5 µM]	33	0%	-4%	14%	-1%
COc1cccc(C(=O)N(C)Cc2ccc(F)cc2)c1	-2%[87.6 µM]	-8%[88.5 µM]	-8	-19%[138 µM]	-28%[172 µM]	-3%[172 µM]	-10%[87.6 µM]
COc1ccc(OC)c(/C=C(\C#N)c2nc3ccccc3c(=O)[nH]2)c1	1%	.	-15	.	.	.	11%
CCCc1nnc(NC(=O)Nc2ccccc2Cl)s1	3%	.	-3	.	.	.	166%[activator]

From PubChem BioAssay
